# Hsp90 Hop PPI = qHTS Assay for Disrupters of an Hsp90 Co-Chaperone Interaction | Hsp90 C-terminal peptide / TPR2A (Hop) interaction, human | AlphaScreen TPR2A-His6 binding biotin-Hsp90 C-terminal peptide | Potency, µM (doses to about 57 µM), without a hit: top-dose activity change, negative = inhibition | 0.44% of 71,000 active; active means well fitted curve in either direction with a large enough effect; inconclusive means small, poorly fitted or top-dose-only effect, or another doubt; further: potency means the concentration at half of the fitted maximal effect; on the % scale 0 is the no-effect control and ±100 the full control effect; many of its hits are not listed in these tables
# HBB splicing = qHTS Assay for Modulators of Hemoglobin Beta Chain Splicing. Potency, µM (doses to about 46.1 µM), for inactives: at the highest dose activation, most hits filed as activators. AID 925, 2007. 0.06% of 65,000 active. HBB splicing reporter cell assay, activation; EGFP reporter with mutant IVS2-654 intron; response scale: normalised to 500 nM splice-correcting PNA; further: potency means the concentration at half of the fitted maximal effect; 0% is about no effect
#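 HeLa cells stably expressing EGFP interrupted by mutant beta-globin intron 2 (IVS2-654), 500/well in 2% FCS. Treated with compound for 2 days at 37C. Splicing correction scored as total well GFP intensity (488 nm excitation, 500-520 nm emission); 500 nM antisense PNA served as control.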
# GFP derepression = qHTS Assay for Epigenetic Modulators; mouse C127i GFP locus derepression, cytometry, 30 h; AID 597, 2007; Potency, µM (titrated, usually from 46.1 µM), inactives show at the top dose GFP derepression (activation); 0.09% of 68,000 active; further: % of control where 0% means no effect
#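 Locus derepression in mouse mammary C127i cells whose integrated CMV-GFP reporter is normally silent; GFP expression after 30 h compound treatment was quantified by counting fluorescent cells.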
# Luciferase inh = qHTS Assay for Inhibitors of Firefly Luciferase. Luciferin 4-monooxygenase (Photinus pyralis), P08659. purified firefly luciferase, luminescence, 8 min. Potency, µM (series often up to 57.1 µM), for inactives: at the highest dose activity change, negative = inhibition, most hits filed as inhibitors. 2.2% of 72,000 active. AID 411, 2009; further: potency means the concentration at half of the fitted maximal effect; on the % scale 0 is the no-effect control and ±100 the full control effect; nearly all actives have a fitted effect of over 40% in size
#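 Inhibition of light generation by firefly luciferase from ATP and luciferin was profiled with concentration-response curves per sample, ATP held at 10 uM within the enzyme's linear range. Plates were read by luminescence after an 8-minute ambient incubation.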
# CRE Fsk mod = Cell signaling CRE-BLA (Fsk stim); CHO CRE-bla reporter (cAMP response element driving beta-lactamase), forskolin EC10, beta-lactamase ratio; Potency, µM (highest dose often 38.2 µM), for the others: top-dose activity change, negative = inhibition, hits mostly activators; 2.5% of 71,000 active; AID 662, 2007; active means well fitted activation curve with a large enough effect in the signal ratio, with a control signal flat, not every such curve was filed as active; inconclusive means small, poorly fitted or top-dose-only effect, or effect the other way, or a change in a side signal; the % refers to the signal ratio; further: potency means the concentration at half of the fitted maximal effect; % of control where 0% means no effect
#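 Cells were plated overnight at 37 °C, exposed to compound titrations plus EC10 NKH 477 for 3 h, then given CCF4 dye for 2 h at room temperature. Blue/green (460/530 nm) ratio was converted to %Activity and AC50 values calculated.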
# ERK AVP inh = qHTS Assay for Inhibitors of the ERK Signaling Pathway using a Homogeneous Screening Assay; 0.99% of 72,000 active; Potency, µM (top dose mostly 57.5 µM), without a hit: at the top dose activity, negative = inhibition, usual class: inhibitors; HEK293-V1b, vasopressin-stimulated pERK AlphaScreen; further: potency means the concentration at half of the fitted maximal effect; on the % scale 0 is the no-effect control and ±100 the full control effect; nearly all actives have a fitted effect of over 55% in size
#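 HEK293 cells stably expressing V1b receptor, preincubated 30 min at 37 °C with compound, then stimulated 5 min with 25 nM vasopressin. Phospho-ERK by AlphaScreen SureFire after 5 h RT; normalized to DMSO and vasopressin; AC50 by Hill fit.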
# ALOX15 inhib = qHTS Assay for Inhibitors of 15-hLO (15-human lipoxygenase); Polyunsaturated fatty acid lipoxygenase ALOX15 (Homo sapiens), P16050; purified 15hLO-1, xylenol orange hydroperoxide absorbance; Potency, µM (series often up to 57.1 µM), inactives show at the top dose activity change, negative = inhibition, usual class: inhibitors; 1.4% of 74,000 active; AID 887, 2007; further: potency means the concentration at half of the fitted maximal effect; on the % scale 0 is the no-effect control and ±100 the full control effect; nearly all actives have a fitted effect of over 55% in size
# Target sequence (P16050 whole entry, looked up): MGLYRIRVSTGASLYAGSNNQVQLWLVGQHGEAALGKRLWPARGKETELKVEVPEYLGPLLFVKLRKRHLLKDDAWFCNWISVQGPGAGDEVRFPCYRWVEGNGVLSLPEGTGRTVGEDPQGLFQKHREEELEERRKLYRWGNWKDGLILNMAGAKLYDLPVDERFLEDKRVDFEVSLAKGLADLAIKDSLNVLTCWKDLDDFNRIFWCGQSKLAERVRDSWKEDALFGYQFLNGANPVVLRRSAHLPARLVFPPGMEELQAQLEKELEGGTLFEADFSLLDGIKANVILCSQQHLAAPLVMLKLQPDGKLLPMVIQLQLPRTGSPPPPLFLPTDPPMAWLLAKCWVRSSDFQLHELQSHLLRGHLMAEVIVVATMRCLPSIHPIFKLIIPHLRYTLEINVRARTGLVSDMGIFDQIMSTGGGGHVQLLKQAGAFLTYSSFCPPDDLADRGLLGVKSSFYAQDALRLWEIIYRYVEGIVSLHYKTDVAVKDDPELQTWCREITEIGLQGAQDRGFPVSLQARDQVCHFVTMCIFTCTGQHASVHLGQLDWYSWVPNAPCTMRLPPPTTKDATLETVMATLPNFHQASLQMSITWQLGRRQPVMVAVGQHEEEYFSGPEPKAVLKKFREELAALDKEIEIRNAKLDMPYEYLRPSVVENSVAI
#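 Quantitative HTS in 25 mM Hepes pH 7.5 containing 0.01% Triton X-100: human 15hLO-1 at 40 nM, arachidonic acid at 50 uM, 6 min turnover. Product quantified via ferrous oxidation/xylenol orange, 573:405 nm absorbance ratio.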
# Tau fil binding = qHTS Assay for Tau Filament Binding | Potency, µM (highest dose often 57.1 µM), inactives show at the top dose activity change, negative = inhibition | Microtubule-associated protein tau (Homo sapiens), P10636 | recombinant tau filaments, thioflavin S fluorescence, 15 h; filaments grown with octadecylsulfate alongside compound | 2% of 71,000 active;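 further: potency means the concentration at half of the fitted maximal effect; on the % scale 0 is the no-effect control and ±100 the full control effect; actives lower thioflavin S fluorescence by blocking filaments or displacing dye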
#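 Thioflavine S fluorescence (ex 450, em 510 nm) reports filaments formed from 1 uM human tau plus 30 uM ODS over 15 h at 37 C (10 mM HEPES pH 7.4, 100 mM NaCl, 5 mM DTT); compounds displacing dye or blocking filaments lower signal.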
# HADH2 inh = qHTS Assay for Inhibitors of HADH2 (Hydroxyacyl-Coenzyme A Dehydrogenase, Type II); 3-hydroxyacyl-CoA dehydrogenase type-2 (Homo sapiens), Q99714; recombinant HADH2, NADH fluorescence, beta-hydroxybutyryl-CoA; 3.4% of 73,000 active; Potency, µM (top dose mostly 57.1 µM), without a hit: at the highest dose activity change, negative = inhibition, most hits filed as inhibitors; further: potency means the concentration at half of the fitted maximal effect; on the % scale 0 is the no-effect control and ±100 the full control effect; nearly all actives have a fitted effect of over 60% in size; many of its hits are not listed in these tables
# Target sequence (Q99714 whole entry, looked up, one chain of several): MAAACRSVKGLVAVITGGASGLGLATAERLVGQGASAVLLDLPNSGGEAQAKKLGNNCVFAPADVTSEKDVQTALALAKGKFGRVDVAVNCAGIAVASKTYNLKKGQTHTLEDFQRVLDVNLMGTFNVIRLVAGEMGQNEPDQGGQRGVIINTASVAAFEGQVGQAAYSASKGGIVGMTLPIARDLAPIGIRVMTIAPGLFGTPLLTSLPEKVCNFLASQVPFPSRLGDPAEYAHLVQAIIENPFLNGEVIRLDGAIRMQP
#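 Activity measured as NADH fluorescence gain (360/450 nm), taken as the change between first and last reads of a 4-min kinetic run. Conditions: pH 9.0 Tris buffer, 20 nM E. coli-expressed His-tagged enzyme, 1 mM NAD+, 90 uM beta-hydroxybutyryl-CoA; 15-min compound preincubation.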
# DNA Pol III inh = qHTS Assay for Inhibitors of DNA Polymerase III Holoenzyme System. Potency, µM (titrated, usually from 57.1 µM), inactives show top-dose activity change, negative = inhibition. 0.25% of 71,000 active. reconstituted DNA polymerase III holoenzyme replication, biochemical. AID 603, 2007; further: potency means the concentration at half of the fitted maximal effect; on the % scale 0 is the no-effect control and ±100 the full control effect
#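 Reconstituted *E. coli* holoenzyme (0.35 nM Pol III, 1 nM beta, 154 nM SSB, 2 nM primase) was preincubated with compound for 15 min at RT. Synthesis on 1.4 nM ssM13Gori ran 35 min, then was stopped with PicoGreen/EDTA and read as dsDNA fluorescence.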
# Ub-GFP proteasome = Ubiquitin-GFP Assay; Ubiquitin-GFP reporter cells, proteasome inhibition, GFP fluorescence; response scale: untreated = 0%, 10 µM MG-132 = 100%; Potency, µM (highest dose often 45.9 µM), for the others: top-dose activation (GFP accumulation), most hits filed as activators; 67,000 tested, under 10 active; AID 526, 2006; active means well fitted activation curve with a large enough effect, not every such curve was filed as active; inconclusive means small, poorly fitted or top-dose-only effect, or another doubt; inactive means no such curve, though single readings can be large or run the other way; further: potency means the concentration at half of the fitted maximal effect
#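 GFP accumulation read-out: laser plate cytometry counting ubiquitin(G76V)-GFP-expressing U2OS cells after 4 hr compound exposure at 37 °C. Titrations spanned 46 uM to 2.9 nM; 0% = basal, 100% = 10 uM MG-132; concentration-response curves fitted.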
# Starred values were filed as active, the others as inactive; ? = inconclusive; . = no result given; [ ] = dose if it differs, or a comment. Unless noted, the call rests on the fitted dose curve; in most records, active means well fitted curve in the direction sought with a large enough effect; inconclusive means small, poorly fitted or top-dose-only effect, or another doubt; inactive means no such curve, though single readings can be large; an effect the other way counts as inactive or inconclusive. The list is partial (hit frequency here may not be typical).
SMILES,Hsp90 Hop PPI,HBB splicing,GFP derepression,Luciferase inh,CRE Fsk mod,ERK AVP inh,ALOX15 inhib,Tau fil binding,HADH2 inh,DNA Pol III inh,Ub-GFP proteasome
CC(=O)c1cccc(NC(=O)c2cc(C(C)C)on2)c1,-5.7%,-0.6%,0.0%,15.8µM*,3.3%,-4.4%,-5.9%,11.8%,-1.7%,-4.7%,2.9%
COC(=O)[C@@]1(C)C[C@@H]1[C@@H](NC(=O)[C@@]1(C)C[C@@H]1[C@@H](NC(=O)[C@@]1(C)C[C@@H]1[C@@H](NC(=O)[C@@]1(C)C[C@@H]1[C@@H](NC(=O)OCc1ccccc1)c1ccccc1)c1ccccc1)c1ccccc1)c1ccccc1,-0.1%,0.0%,.,.,-0.5%,0.0%,8.0%,-0.7%,12.9%,0.0%,.
CCC1CCCCN1C(=O)CSc1nnc(-c2ccc(Cl)cc2)o1 (centres undefined),0.9%,1.3%,-1.9%,-1.2%,-2.2%,-10.8%,5.3%,45.0%,5.6%,-0.1%,-12.5%
Cc1cc(C)n(-c2nc3c(c(=O)[nH]c(=O)n3C)n2C)n1,0.6%,0.5%[0.369 µM],-2.1%,0.2%,-0.6%,-12.4%,10.6%,7.1%,-8.6%,4.7%,.
COc1ccccc1-n1cnnc1SCC(=O)Nc1ncc(Cl)cc1Cl,1.6%,-0.4%[57.5 µM],2.9%,3.1%,-3.5%,-29.4%,-0.5%,9.2%,3.3%,-6.4%,3.1%
CCOC(=O)C1C(=O)CC(C)(O)C(C(=O)OCC)C1c1cccc(OC)c1 (centres undefined),1.3%,-1.4%,0.5%,0.7%,-2.6%,9.5%,5.3%,5.4%,-6.0%,0.1%,2.9%
Cc1nc2cnc(N(C)C)nc2n(CCc2ccccc2)c1=O,?,0.3%,13.5%[9.22 µM],0.0%[11.4 µM],7.94µM*,?,-7.4%,-3.8%,-0.7%,8.9%,4.9%
CCOC(=O)c1cc2sccc2n1Cc1ccc(C#N)cc1,?,.,2.4%,0.8%,7.4%,12.7%,-17.4%,11.3%,-1.8%,-1.7%,1.3%
Cc1occc1C(=O)NC(C)c1ccc2c(c1)OCO2 (centres undefined),-4.3%,-0.8%,3.6%,1.3%,-6.5%,3.2%,4.6%,-13.4%,-6.5%,-4.0%,3.6%
COc1cc2cc(CN(Cc3nnnn3Cc3ccco3)C3CCCCC3)c(=O)[nH]c2cc1OC,?,.,0.9%,-5.3%,8.4%,-14.5%,12.6µM*,329.1%,-16.1%,-14.9%,0.0%
Clc1ccc2c(c1)C(N1CCNCC1)=Nc1ccccc1O2,-1.7%[26 µM],2.2%[20.6 µM],-3.8%[20.6 µM],-0.1%[25.5 µM],3.7%[17.1 µM],1.6%,7.9%,0.3%[25.6 µM],5.2%,7.7%[25.6 µM],-2.3%[20.5 µM]
COc1ccccc1CNc1ccnc(-c2ccccc2OC)n1,-10.6%,0.5%,0.0%[9.22 µM],-0.1%[2.29 µM],2.1%,-20.5%,12.6µM*,2.9%,?,-1.9%,2.0%
CCC(C)NC(=O)c1cc(-c2ccc(OC)cc2)on1 (centres undefined),?,0.2%,-2.8%,?,?,34.5%[activator],-3.3%,-15.4%,13.9%,0.0%,5.1%
COc1cc(NC(=O)CSc2nc3ccccc3c(=O)n2C)ccc1NC(=O)c1ccco1,-2.7%,-1.2%,2.2%,2.6%,5.7%,-3.0%,6.9%,-14.1%,175.1%[activator],7.7%,-4.0%
CCOC(=O)Cc1nnc(NC(=O)C(CC)Sc2nc(C)cc(=O)[nH]2)s1 (centres undefined),-19.9%,0.3%,.,0.7%,21.0%,.,2.3%,-13.9%,-5.3%,-7.6%,1.1%
O=C1CSC(c2ccccc2)N1CC12CC3CC(CC(O)(C3)C1)C2 (centres undefined),-1.3%,1.2%,0.1%,-1.2%,-15.4%,17.4%,-1.4%,-2.9%,-3.4%,-6.8%,-8.3%
O=C(CSc1nc2c(c(=O)n1-c1ccc(Cl)cc1)SCC2)NCc1ccco1,-5.3%,-0.3%,4.1%,0.1%,-6.7%,-21.2%,-8.0%,-2.8%,-14.2%,-4.0%,1.2%
Cc1cnc(CNc2cc(-c3ccc4c(c3)OCO4)ncn2)cn1,-1.1%,-0.6%,-0.6%[9.22 µM],-0.8%[2.29 µM],?,-3.5%,-13.4%,-7.0%,-9.7%,-5.1%,-9.8%
Clc1ccc(-c2nnc(SCc3ccon3)o2)c(Cl)c1,5.7%,-0.4%,0.0%,7.94µM*,?,-15.7%,-6.8%,12.9%,11.0%,3.1%,-2.5%
CC1=C(C(=O)N(C)C)C(c2ccc(Cl)c(Cl)c2)NC(=O)N1 (centres undefined),-4.5%,-3.5%[57.5 µM],-0.6%,2.5%,-7.4%,6.8%,-10.1%,7.4%,-12.5%,-3.4%,-1.6%
CC(=O)c1cc(C#N)c(SCCC(C)C)nc1C,-4.2%,-1.1%,0.0%,2.8%,?,1.7%,-21.6%,-0.8%,-14.2%,-13.8%,6.2%
Cc1[nH]c2ccc(-c3nnc(SCC(=O)c4ccc(F)cc4)o3)cc2c1C,0.3%,0.0%,15.2%,4.4%,-3.9%,-12.3%,-5.7%,28.1%,-7.1%,-2.4%,0.9%
CCNc1ncc2nc(-c3ccc(Cl)cc3)c(=O)n(-c3ccc(OC)cc3)c2n1,9.5%,5.6%,-2.7%[9.22 µM],1.4%[11.4 µM],?,1.8%,-1.2%,74.2%,-1.1%,-2.7%,3.7%
CCSc1nc2c(c(=O)n1CC)SC(C)C2 (centres undefined),-3.9%,0.3%,5.7%,-0.1%,?,16.7%,7.0%,7.5%,-4.5%,1.1%,-5.0%
S=c1[nH]c2ccc(Cl)cc2[nH]1,-2.3%,-2.2%,1.1%,1.9%,?,-26.2%,?,3.4%,3.16µM*,-3.9%,2.2%
O=C(Nc1ccc2c(c1)OCO2)C1CCN(S(=O)(=O)c2cccc3cccnc23)CC1,-6.1%,0.3%,1.4%,0.2%,?,5.9%,-4.6%,-15.8%,2.4%,-1.8%,-7.0%
NC(=O)NC(Cc1ccccc1)C(=O)NCC1(N2CCCCC2)CCCCC1 (centres undefined),-2.1%,0.0%[57.5 µM],1.0%,1.9%,-4.0%,-5.4%,4.7%,0.7%,6.4%,-3.5%,0.8%
COc1cccc(C(=O)N2CCCC(c3nc(-c4cccs4)no3)C2)c1 (centres undefined),3.2%,0.0%,0.0%,2.1%,5.2%,11.6%,0.5%,-2.7%,0.3%,-4.5%,-6.1%
COc1ccc(C(=O)CSc2nnc(Cn3cnc4ccccc43)o2)cc1,-3.0%,.,1.2%,2.4%,0.1%,20.9%,-2.5%,-0.5%,-20.4%,-2.0%,9.1%
CCn1c(=S)sc2c(=O)n(-c3ccccc3)c(SC)nc21,-9.6%,-2.1%[0.369 µM],-3.7%,-2.0%,?,?,-7.4%,43.3%,-15.2%,1.0%,.

# Screens (PubChem BioAssay)
